TRPC4 PAM = positive allosteric modulators of TRPC4, primary screen, cell-based, mouse TRPC4beta, HEK293 mu-opioid, Fluo-4 calcium; DAMGO EC20, Fluo-4 Ca2+ flux; hits give high values; B-score at 10 µM; 0.42% of 310,000 active;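 active means B-score of calcium response area above 5 SD of library B-scores, with initial fluorescence ratio within 5 SD of library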;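 further: B-score of integrated fluorescence ratio over time as area under calcium response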
TRPC4 inh = inhibitors of mouse TRPC4 channel, primary screen, Fluo4 calcium, HEK293 TRPC4beta/mu-opioid cells. Short transient receptor potential channel 4 (Mus musculus), Q9QUQ5. DAMGO-evoked Fluo4 calcium flux; hits give low values. B-score at 10 µM. 0.39% of 300,000 active. AID 2247, 2010;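 active means B-score over 3 SD under the library average, no early fluorescence shift, positive overall ratio signal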
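Assay system: HEK293 cells with stable TRPC4beta plus mu-opioid receptor expression; Probe or stimulus: DAMGO in two steps, submaximal then maximal; Dosing: single-point compound dosing; Measured by: Fluo4 calcium-dye fluorescence, kinetic read; Read-out basis: B score from integrated Fluo4 fluorescence ratio.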
MrgX1 agonist = agonists of human MrgX1 receptor, primary screen, HEK293 cells, Fluo-4 calcium flux | B-score at 10 µM | Mas-related G-protein coupled receptor member X1 (Homo sapiens), Q96LB2 | Fluo-4 calcium fluorescence, agonist mode; hits give high values | 0.44% of 310,000 active;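 active means calcium response B-score plate-corrected fluorescence ratio at least 3 library SD, with starting fluorescence B-score inside 5 SD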
Target sequence (Q96LB2 whole entry, looked up): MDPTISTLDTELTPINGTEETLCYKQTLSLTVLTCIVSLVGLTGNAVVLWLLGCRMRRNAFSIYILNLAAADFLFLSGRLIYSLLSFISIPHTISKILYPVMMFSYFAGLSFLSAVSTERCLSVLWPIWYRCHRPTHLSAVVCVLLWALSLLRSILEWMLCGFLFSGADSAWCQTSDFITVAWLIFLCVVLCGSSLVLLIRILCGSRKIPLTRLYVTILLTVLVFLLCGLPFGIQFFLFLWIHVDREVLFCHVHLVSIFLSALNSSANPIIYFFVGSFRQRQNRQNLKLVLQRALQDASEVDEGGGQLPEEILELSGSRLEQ
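System – MrgX1-expressing HEK293 cells · Incubation – cells plated overnight, dye loaded 0.5 h 37 °C, 0.5 h room temperature · Technique – kinetic Fluo-4 NW fluorescence of intracellular calcium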
MrgX1 antagonist = antagonists of human MrgX1 receptor, primary screen, HEK293 cells, Fluo-4 calcium flux; Mas-related G-protein coupled receptor member X1 (Homo sapiens), Q96LB2; BAM8-22 antagonism; hits give low values; B-score at 10 µM; 1.3% of 310,000 active; AID 588676, 2011;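 active means calcium-response B-score plate-corrected more than 3 library SD below zero, starting fluorescence within 5 deviations, no agonist response on first addition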;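 further: peak minus trough fluorescence over baseline after final BAM8-22 challenge near maximal dose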
TRPC6 activator = mouse TRPC6 channel activators, primary screen, cell-based, HEK293, membrane potential dye; B-score at 10 µM; HEK293-TRPC6 membrane potential dye fluorescence; hits give high values; 0.13% of 310,000 active; AID 2550, 2010;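 active means B-score of the integrated fluorescence ratio above library mean plus 3 SD, and starting fluorescence ratio within library mean plus 5 SD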;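 further: higher score means more depolarization so channel activation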
MrgX1 allo act = positive allosteric modulators of MrgX1, primary screen, HEK293 cells, Fluo-4 calcium flux | AID 588675, 2011 | B-score at 10 µM | 0.63% of 310,000 active | FDSS; hits give high values | Mas-related G-protein coupled receptor member X1 (Homo sapiens), Q96LB2;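 active means plate-corrected calcium response at least 3 library SD above typical, normal starting fluorescence, not activating the receptor alone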;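 further: compound read alongside a low EC10 to EC30 dose of BAM8-22 agonist; peak minus trough fluorescence over baseline measured at the second addition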
TRPC4 agonist = activators of mouse TRPC4 channel, primary screen, Fluo4 calcium, HEK293 TRPC4beta/mu-opioid cells. Fluo4 calcium fluorescence; hits give high values. B-score at 10 µM. 0.49% of 310,000 active;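 active means B-score above 5 SD of library B-scores, and initial fluorescence ratio not above library mean plus 5 SD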;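 further: positive B-score marks a calcium rise read as TRPC4 activation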
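Technique: kinetic Fluo4 calcium fluorescence; Test system: TRPC4beta and mu-opioid receptor HEK293 stable cells; Measure: B-scored integrated calcium fluorescence ratio; Benchmarks: low control buffer alone, high control maximal DAMGO; Schedule: 45 min room-temperature Fluo4 loading, 110 s read.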
HIF activator = HIF pathway transcriptional activators, primary screen, cell-based, U2OS HRE-luciferase, luminescence. U2OS HRE-luciferase reporter; normalized: DMSO 0%, desferrioxamine 100%. activation, % at 7.5 µM (by protocol). 0.32% of 300,000 active. AID 1910, 2009;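 active means mean activation of at least 10% of the iron chelator positive control signal, with at least half of replicates also reaching 10%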
PolyA inhibitor = polyadenylation inhibitors in yeast reporter cells, primary screen, luminescence, S. cerevisiae; calls only at 12 µM; 0.02% of 300,000 active; S. cerevisiae SKY197-pL101 polyadenylation reporter, beta-gal luminescence; efflux-impaired pdr1/pdr3 knockout yeast; score 100 = 6 SD above DMSO; AID 1875, 2009;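 active means lowest replicate activity score at least 50, where 100 means six control SD above control mean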;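 further: yeast exposed to compound for 9 h at 30 °C; higher score means more reporter readthrough which indicates perturbed polyadenylation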
AI-2 QS mod = Vibrio harveyi AI-2 quorum sensing modulators, primary screen, JMH597 strain, luminescence/OD600 ratio; Vibrio harveyi JMH597 AI-2 luminescence/OD600 ratio, 9 h; hits give low values; strain lacks LuxN and CqsS sensors; 0 = neutral-control median; activity change, % at 7.5 µM; 0.4% of 300,000 active; in the data active means activity change below about -75%, passing the limit was not always enough;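 further: luminescence divided by OD600 gain over 9 h not by final OD600 alone; inactives centre near 13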
TRPC6 inh = mouse TRPC6 channel inhibitors, primary screen, cell-based, HEK293, membrane potential dye; ACh-evoked depolarization; hits give low values; B-score at 10 µM; Short transient receptor potential channel 6 (Mus musculus), Q61143; 1.1% of 310,000 active;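 active means B-score under library mean minus 3 SD, initial fluorescence not abnormally high, positive integrated signal ratio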;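 further: B-score derived from integrated fluorescence ratio over the kinetic read; more negative B-score means stronger inhibition of depolarization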
* = called active by the depositor; i = inactive; . = not tested or not shown. The list is partial; count on the stated rates, not on these rows.

SMILES	TRPC4 PAM	TRPC4 inh	MrgX1 agonist	MrgX1 antagonist	TRPC6 activator	MrgX1 allo act	TRPC4 agonist	HIF activator	PolyA inhibitor	AI-2 QS mod	TRPC6 inh
CC1(C)C(=O)OC(c2c(F)c(F)c(F)c(F)c2F)C2(CCCCC2)C1=O (stereo not drawn)	i	i	i	i	i	i	i	-0.7	i	21	i
CCOC(=O)C1CCN(Cc2cc(C(C)(C)C)c(O)c(C(C)(C)C)c2)CC1	i	i	i	i	i	i	i	-2.2	i	11	i
C[N+]1(CC2COC3(CCCCC3)O2)CCCC1 (stereo not drawn)	i	i	i	i	i	i	i	0.2	i	69	i
CC(C)(Oc1ccc(Cl)cc1)C(=O)NC1CCSC1=O (stereo not drawn)	i	.	i	i	i	i	i	-0.5	i	7	i
CCc1nnc(NC2=NCCC2)s1	i	i	i	i	i	i	i	0.1	i	.	i
CCN1CCCC1CN=Cc1c(O)n(-c2ccccc2)c(=O)c2ccccc12 (stereo not drawn)	i	i	i	i	i	i	i	0.1	i	6	i
COc1cccc(-c2nc(-c3ccc(C(=O)O)cc3)no2)c1	i	i	i	i	i	i	i	5.7	i	19	i
O=C(CSc1nnc(COc2ccccc2)n1Cc1ccco1)Nc1ccc2c(c1)OCCO2	i	i	i	i	i	i	i	0.3	i	5	i
Cc1csc(Sc2nc3c(c(=O)[nH]c(=O)n3C)n2Cc2ccccc2Cl)n1	i	i	i	-8.8*	i	i	i	0.0	i	5	i
Cc1ccc2nc(-c3ccccc3)c(CN3CCOCC3)n2c1	i	i	i	i	i	i	i	1.2	i	0	i
COC(=O)c1cn(Cc2ccc(C(F)(F)F)cc2)cc(F)c1=O	i	i	i	i	i	i	i	-1.2	i	5	i
NC(=O)c1c(NC(=O)c2cccs2)sc2c1CCCCCC2	i	i	i	i	i	8.5*	i	2.1	i	1	i
CC(=O)Nc1cc2c(cc1NC(=O)Cn1nc(-c3ccc4c(c3)OCCO4)ccc1=O)OCCO2	i	i	i	i	i	i	i	-0.1	i	19	i
CN(C(=O)CN1C(=O)/C(=C/c2ccc(F)cc2)SC1=S)C1CCS(=O)(=O)C1 (stereo not drawn)	i	i	i	i	i	i	i	0.2	i	8	i
COc1cc(Br)c(C(=O)c2nccc3cc(OC)c(OC)cc23)cc1OC	i	i	i	i	i	i	i	-0.1	i	27	i
O=C1CC(N2CCC(O)(c3ccc(Br)cc3)CC2)C(=O)N1c1ccc(Cl)cc1 (stereo not drawn)	i	i	i	-6.5*	i	i	i	0.2	i	-6	i
COc1ccc(Cl)cc1NC(=O)Cn1nnc(C(=O)NCCc2ccc(OC)c(OC)c2)c1N	i	i	i	i	i	i	i	-0.4	i	14	i
O=C1NCCN/C1=C\C(=O)c1ccc(Br)cc1	i	i	i	i	i	i	i	5.8	i	23	i
CCSc1nnc2c(n1)OC=Nc1ccc(Br)cc1-2	i	i	i	i	i	i	i	-0.3	i	11	i
CC(C)N(C(=O)COC(=O)c1cccc(N(C)C)c1)c1ccccc1	i	i	i	i	i	i	i	-1.5	i	-26	i
CC(C)CC(c1nnnn1CCc1ccccc1)N1CCC(C(N)=O)CC1 (stereo not drawn)	i	i	i	i	i	i	i	-0.6	i	24	i
COC(=O)c1cc(Cl)c(NC(=O)C(C)C)cc1OC	i	i	i	i	i	i	i	0.1	i	15	i
COC(CN(C(=O)CCl)C(C(=O)NC1CCCCC1)c1ccc(Cl)cc1)OC (stereo not drawn)	i	i	i	i	i	i	i	63*	i	14	i
CC(=O)c1ccc(OCc2cc(C(=O)N3CCC[C@H]3CO)no2)cc1	i	i	i	i	i	i	i	0.1	i	-3	i

Continued (5 carried over from the part before).
SMILES	TRPC4 PAM	TRPC4 inh	MrgX1 agonist	MrgX1 antagonist	TRPC6 activator	MrgX1 allo act	TRPC4 agonist	HIF activator	PolyA inhibitor	AI-2 QS mod	TRPC6 inh
CC(C)N(C(=O)COC(=O)c1cccc(N(C)C)c1)c1ccccc1	i	i	i	i	i	i	i	-1.5	i	-26	i
CC(C)CC(c1nnnn1CCc1ccccc1)N1CCC(C(N)=O)CC1 (stereo not drawn)	i	i	i	i	i	i	i	-0.6	i	24	i
COC(=O)c1cc(Cl)c(NC(=O)C(C)C)cc1OC	i	i	i	i	i	i	i	0.1	i	15	i
COC(CN(C(=O)CCl)C(C(=O)NC1CCCCC1)c1ccc(Cl)cc1)OC (stereo not drawn)	i	i	i	i	i	i	i	63*	i	14	i
CC(=O)c1ccc(OCc2cc(C(=O)N3CCC[C@H]3CO)no2)cc1	i	i	i	i	i	i	i	0.1	i	-3	i
CN(CC(=O)Nc1ccc(F)c(F)c1F)C(=O)/C=C/c1ccc(Cl)cc1	i	i	i	i	i	i	i	225*	i	5	i
CC1=C(C(=O)Nc2ccccn2)C(c2ccc(Cl)cc2Cl)NC(=S)N1 (stereo not drawn)	i	i	i	i	i	i	i	0.3	i	24	i
Cc1ccc(C(C)C)c(OCC(=O)NCC(c2cccs2)N2CCOCC2)c1 (stereo not drawn)	i	i	28*	i	i	i	i	-0.5	i	22	i
COc1ccc(/C=N/Nc2nc(Nc3ccccc3)nc(N3CCCCC3)n2)cc1OC	i	i	i	i	i	i	i	4.5	i	23	i
COC(=O)c1ccccc1NC(=O)COc1ccc(S(=O)(=O)NC(C)C)cc1	i	i	i	i	i	i	i	-0.5	i	38	i
CCOc1ccc(/C=C2\SC(=O)N(CCNC(=O)CN3C(=O)NC4(CCCC4)C3=O)C2=O)cc1OC	i	i	i	i	i	i	i	0.0	i	4	i
CCCS(=O)(=O)N1CCC(C(=O)NC2CCC(C)CC2)CC1 (stereo not drawn)	i	i	i	i	i	i	i	0.8	i	23	i
COc1ccc(OC)c(NC(=O)NNS(=O)(=O)c2ccc(C)cc2C)c1	i	i	i	i	i	i	i	-0.1	i	6	i
COc1ccc(/C=C/C(=O)NNC(=O)c2cc(C)oc2C)cc1	i	i	i	i	i	i	i	0.2	i	8	i
Cc1cc2c(SCC(=O)NC3CCCC3)ncnc2s1	i	i	i	i	i	i	i	-0.2	i	14	i
Cc1cccnc1NC(=O)c1ccc(NS(=O)(=O)/C=C/c2ccccc2)cc1	i	i	i	i	i	i	i	-0.4	i	35	i
CC(C)C(=O)Nc1ccc(C(=O)N/N=C/C2CC3C=CC2C3)cc1 (stereo not drawn)	i	i	i	i	i	i	i	0.1	i	21	i
O=C(Nc1nc(-c2cccs2)cs1)c1cccc(S(=O)(=O)N2CCCCCC2)c1	i	i	i	i	i	i	i	-0.6	i	10	i
Cc1ccc(NC(=O)CNCCCN2CCOCC2)cc1S(=O)(=O)N1CCCCC1	i	i	i	i	i	i	i	-0.5	i	-10	i
O=C(CSCc1cnn(-c2ccccc2)c1-n1cccc1)NCc1ccc2c(c1)OCO2	i	i	.	.	i	.	i	-1.0	i	6	i
Cc1cccc(C(C)C)c1NC(=O)CN1C(=O)NC(Cc2ccccc2)C1=O (stereo not drawn)	i	i	i	i	i	i	i	0.8	i	-5	i
O=C1CN(C(=O)c2ccccc2F)c2ccccc2N1	i	i	i	i	i	i	i	-0.3	i	11	i
Cc1ccc2ccc(C(Nc3ccccn3)c3ccccc3)c(O)c2n1 (stereo not drawn)	i	i	i	i	i	i	i	-0.3	i	34	i
O=C(CSc1ccc2ccccc2n1)N/N=C/c1ccc(O)cc1	i	i	i	i	i	i	i	-0.2	i	-11	i
Cc1ccc(/C=C/C(=O)c2ccccc2O)cc1	i	i	i	i	i	i	i	2.2	i	14	i
CCOC(=O)c1cc(C(=O)c2cccs2)n2ccc(C(C)=O)cc12	i	i	i	i	i	i	i	-0.4	i	13	i
CCC(C)(C)c1ccc(Oc2cccc(C(=O)O)c2)cc1	i	i	i	i	i	i	i	1.5	i	54	i
CCc1n[nH]c(=S)n1/N=C/c1c(O)ccc2ccccc12	i	i	i	i	i	i	i	0.4	i	4	i
Cc1ccc2nc(CNC(=O)C3CCC(=O)N(Cc4ccccc4F)C3)cn2c1 (stereo not drawn)	i	i	i	i	i	i	i	0.1	i	13	i
CNC(=O)c1cc(S(=O)(=O)Nc2ccc(C)cc2C)ccc1C	i	i	i	i	i	i	i	-0.3	i	13	i
Clc1ccccc1-c1nc(/C=N/N2CCOCC2)c2ccccn12	i	i	i	i	i	i	i	0.3	i	12	i
CS(=O)(=O)N1CCC(C(=O)Nc2cccc(Br)c2)CC1	i	i	i	i	i	i	i	-0.7	i	13	i
COCCNC(=O)CSc1nc2ccccc2c2nc(C)nn12	i	i	i	i	i	i	i	0.1	i	11	i
COc1cccc(N2C(=NC(=O)C3CCCCC3)SC3CS(=O)(=O)CC32)c1 (stereo not drawn)	i	i	i	i	i	i	i	0.3	i	15	i
COc1ccccc1CNC(=O)C1CCN(S(=O)(=O)c2ccc3nc4c(c(C(=O)O)c3c2)CCCC4)CC1	i	i	i	i	i	i	i	-0.2	i	44	i
O=[N+]([O-])c1ccc(SCCc2ccccn2)cc1	14*	i	i	i	i	i	i	0.8	i	12	i
O=C(NCC1CCCO1)C(c1cccs1)N(Cc1ccccc1Cl)C(=O)c1ccc(-c2ccccc2)[nH]1 (stereo not drawn)	i	i	i	i	i	i	i	-25	i	25	i
CC(C)(C)c1nnc(NC(=O)c2cccnc2)s1	i	i	i	i	i	i	i	-0.1	i	16	i
COC/C=C/C1=CC2=CC(=O)C(C)(OC(=O)c3cccs3)C(=O)C2=CO1 (stereo not drawn)	i	i	i	i	i	i	i	0.3	i	1	i

Screening results: PubChem BioAssay, several laboratories
